TEAD-YAP inh: TEAD-YAP interaction inhibition; actives 1.4% (n = 640,000); HEK-TIYL cells, TEAD-Gal4/YAP UAS-luciferase luminescence; inhibition, % at 9.12 µM; in the data active means inhibition above about 32%;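 further: 0% = median of test compound wells and 100% = reference inhibitor wells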
MITF primary: blocks human microphthalmia-associated transcription factor. O75030. AlphaScreen MITF homodimerization, bead proximity signal. inhibition, % at 2.6 µM. actives 0.91% (n = 650,000). AID 1259374; in the data active means inhibition above about 50%;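 further: 0% = vehicle wells with protein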
Target sequence (O75030 whole entry, looked up): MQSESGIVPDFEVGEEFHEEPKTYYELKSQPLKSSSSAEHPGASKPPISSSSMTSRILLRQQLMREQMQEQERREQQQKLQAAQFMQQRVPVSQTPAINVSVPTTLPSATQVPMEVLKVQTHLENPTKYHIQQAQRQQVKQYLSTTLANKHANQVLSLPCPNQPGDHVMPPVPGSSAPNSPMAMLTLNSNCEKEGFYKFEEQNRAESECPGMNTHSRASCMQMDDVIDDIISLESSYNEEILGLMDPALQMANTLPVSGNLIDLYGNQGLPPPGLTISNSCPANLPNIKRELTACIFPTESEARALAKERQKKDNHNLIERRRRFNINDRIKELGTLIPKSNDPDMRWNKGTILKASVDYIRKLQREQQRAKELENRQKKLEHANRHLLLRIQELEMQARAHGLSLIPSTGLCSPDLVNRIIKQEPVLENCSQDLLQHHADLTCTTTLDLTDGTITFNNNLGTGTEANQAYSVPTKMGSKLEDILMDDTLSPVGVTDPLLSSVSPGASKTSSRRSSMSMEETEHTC
FBW7 act: human FBW7 E3 ligase activation, primary screen; actives 0.13% (n = 650,000); Q969H0; AlphaScreen FBW7–phospho-cyclin E peptide binding, activator screen; normalized activity (activation), % at 26.1 µM; in the data active means normalized activity above about 1.9%;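 further: purified mutant Fbw7 with reduced substrate affinity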
GPR151 activ: human GPR151 activation. Q8TDV0. PathHunter beta-arrestin GPR151 cells, luminescence. activation, % at 11.2 µM. actives 1% (n = 650,000); in the data active means activation above about 4.9%;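 further: 0% = median of compound wells and 100% = cells with positive control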
Target sequence (Q8TDV0 whole entry, looked up): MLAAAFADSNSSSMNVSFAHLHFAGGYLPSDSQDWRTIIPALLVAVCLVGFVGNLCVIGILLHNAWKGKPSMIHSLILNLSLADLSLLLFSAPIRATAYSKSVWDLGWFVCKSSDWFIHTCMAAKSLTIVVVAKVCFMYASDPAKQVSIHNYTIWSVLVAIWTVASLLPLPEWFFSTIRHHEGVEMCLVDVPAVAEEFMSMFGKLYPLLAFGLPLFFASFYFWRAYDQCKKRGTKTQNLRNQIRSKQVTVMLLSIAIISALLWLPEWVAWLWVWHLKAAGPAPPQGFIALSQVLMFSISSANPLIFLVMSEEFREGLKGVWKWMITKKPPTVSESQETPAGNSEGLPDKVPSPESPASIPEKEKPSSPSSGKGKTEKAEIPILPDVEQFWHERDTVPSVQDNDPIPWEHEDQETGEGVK
An asterisk follows results filed as active; . = not tested or not shown.

Codes – A = TEAD-YAP inh; B = MITF primary; C = FBW7 act; D = GPR151 activ
mol: COc1ccc(Cn2c(SC)nc3c(sc4ccc([N+](=O)[O-])cc43)c2=O)cc1
  A: 4.0	B: 21.0	C: 1.0	D: -1.0
mol: CCC(NC(=O)c1ccc(S(=O)(=O)N2CCOCC2)cc1)C12CC3CC(CC(C3)C1)C2 (configuration not stated)
  A: -9.7	B: 5.3	C: 0.1	D: 3.0
mol: Cc1ccccc1OCC(=O)Nc1cc(Cl)ccc1Cl
  A: -16.4	B: -4.7	C: 0.0	D: 1.0
mol: CCOc1ccccc1C=C1C(=O)N(C)C(=S)N(C)C1=O
  A: -2.1	B: 12.8	C: 0.1	D: -1.2
mol: Cc1ccc([N+](=O)[O-])cc1S(=O)(=O)NCc1ccc2c(c1)OCO2
  A: 9.8	B: 8.8	C: 0.6	D: 0.6
mol: CC1=C(C#N)C(C(F)(F)F)(C(F)(F)F)N=C(c2ccncc2)N1
  A: 21.9	B: -4.7	C: -0.2	D: -0.8
mol: CNC(=O)c1nc(-c2ccccc2)oc1C(F)(F)F
  A: -5.6	B: 1.3	C: 0.1	D: 0.0
mol: O=C(Nc1ccccc1C(F)(F)F)c1cc(S(=O)(=O)NCCc2ccccc2)ccc1F
  A: 7.3	B: 6.5	C: -0.1	D: 0.2
mol: CCOc1ccc(/C(O)=C2/C(=O)C(=O)N(CCN(C)C)C2c2ccc(Cl)cc2)c(C)c1 (configuration not stated)
  A: 3.9	B: -3.6	C: -0.4	D: 0.0
mol: O=C(Cn1nnnc1CN1CCCCCC1)NC1CCc2ccccc21 (configuration not stated)
  A: -1.4	B: -4.9	C: -0.1	D: -1.1
mol: N#Cc1cccc2c1-c1ccccc1C2=O
  A: -2.5	B: 19.0	C: 0.1	D: 0.3
mol: CCN(CC)c1ccc(NC(=O)C(CC(=O)O)NCc2ccccc2)cc1 (configuration not stated)
  A: 6.2	B: -1.4	C: -0.5	D: 0.5
mol: CS(=O)(=O)N1CCCC(C(=O)Nc2ccc(S(N)(=O)=O)cc2)C1 (configuration not stated)
  A: -13.3	B: 0.4	C: 0.7	D: -1.0
mol: O=C(CSc1nc(=O)n(CCN2CCOCC2)c2c1CCCC2)Nc1cccc2ccccc12
  A: 5.8	B: -2.6	C: 0.0	D: 1.1
mol: CC(C)CNc1cc(N2CCN(C(=O)c3ccccc3)CC2)ccc1[N+](=O)[O-]
  A: -0.4	B: 1.5	C: -0.2	D: 1.3
mol: CCC(C(=O)NCC1CCCN1CC)n1nc(C)n2c(cc3sccc32)c1=O (configuration not stated)
  A: 0.2	B: 14.2	C: 0.1	D: -0.8
mol: CCCN1CCN(CCCNC(=O)c2cc3c(=O)n(C)c4ccccc4c3n2C)CC1
  A: -4.5	B: 20.6	C: 1.0	D: -0.3
mol: COc1ccc(-c2nnc(SCC(=O)Nc3ccc(C(C)C)cc3)nc2-c2ccc(OC)c(OC)c2)cc1OC
  A: 15.1	B: 7.1	C: 0.0	D: 1.1
mol: COc1cccc(-c2nc(CS(=O)(=O)CC(=O)Nc3cccc(C(C)=O)c3)c(C)o2)c1
  A: 10.2	B: -6.6	C: 0.1	D: 0.5
mol: O=C(CSC1=NCCS1)Nc1nnc(-c2ccc(Br)cc2)s1
  A: -7.7	B: -7.4	C: 0.3	D: -0.5
mol: Cc1nn(CC(=O)NC2CCCC(C)C2C)c(=O)c2cc3occc3n12 (configuration not stated)
  A: 4.0	B: 4.4	C: 0.2	D: 0.7
mol: Cc1cccc(N(C)S(=O)(=O)c2ccc3c(c2)oc(=O)n3C)c1
  A: 46.1*	B: 13.0	C: 0.0	D: -0.6
mol: Cc1ccc(S(=O)(=O)c2nc(-c3ccco3)oc2N2CCCC2)cc1
  A: 7.8	B: 8.9	C: 0.1	D: 2.4
mol: COc1ccc(S(=O)(=O)Nc2ccc(OCc3ccccc3)cc2)cc1OC
  A: 0.0	B: 5.9	C: 0.1	D: 2.4
mol: Cc1ccc(C(=O)N2CCCn3c2nc2ccccc23)cc1
  A: -23.7	B: -6.3	C: -0.1	D: 1.4
mol: C=CCNC(=S)NS(=O)(=O)c1cccs1
  A: 8.4	B: -7.3	C: -0.2	D: 1.1
mol: COc1ccc(NC(=O)c2ccc(NC(=O)c3ccco3)cc2)c(NC(=O)c2ccco2)c1
  A: 16.2	B: 6.6	C: 0.1	D: 1.4
mol: COc1cccc(CN2CCC(N3CC(C)OC(C)C3)CC2)c1OC (configuration not stated)
  A: -5.4	B: 86.5*	C: -0.1	D: 1.2
mol: NC(c1ccccc1)c1cc2ccccc2o1 (configuration not stated)
  A: -17.6	B: 6.1	C: 0.6	D: 0.2
mol: COc1ccc(Cl)cc1NC(=O)c1ccc(=O)n(Cc2ccc(C)cc2)c1
  A: 0.3	B: -13.2	C: -0.2	D: 0.6
mol: CC(=O)c1c(C)[nH]c(C(=O)CN2C(=O)NC3(CCc4ccccc4C3)C2=O)c1C (configuration not stated)
  A: 5.4	B: 8.9	C: 0.1	D: 0.9
mol: CCOC(=O)c1cnn2c(C(F)(F)F)cc(-c3ccccc3)nc12
  A: 1.8	B: -8.1	C: -0.1	D: 1.1
mol: CCC1(CC)OC(c2ccc(N(C)C)cc2)Nc2ccccc21 (configuration not stated)
  A: -13.6	B: 3.2	C: 0.2	D: -0.9
mol: Cn1ccc(-c2ccccc2Nc2ccnc(Nc3ccc(N4CCOCC4)cc3)c2)n1
  A: 46.9*	B: -5.6	C: -0.6	D: 1.7
mol: CCOC(=O)N1CCN(C(=O)c2ccc(C)cc2C)CC1
  A: 3.5	B: -4.4	C: -0.1	D: 0.0
mol: CCS(=O)CCSc1nc(-c2ccc(OC)cc2)cc(-c2ccccc2)c1C#N (configuration not stated)
  A: 8.7	B: -6.8	C: -0.2	D: -0.1
mol: Cc1nc2ccc(NC(=O)Nc3ccc4ccccc4c3)cc2nc1C
  A: -10.7	B: -1.4	C: -0.1	D: -1.0
mol: O=[N+]([O-])c1ccc(CNc2cccc(F)c2)cc1
  A: 8.8	B: -3.8	C: 0.0	D: -0.8
mol: O=[N+]([O-])c1ccc(NC(=S)N2CCCCC2)cc1
  A: -23.0	B: 8.0	C: -0.2	D: -0.3
mol: O=C(Nc1ccccc1C(=O)NCc1ccccc1)c1ccc(Cl)c([N+](=O)[O-])c1
  A: 8.9	B: 3.9	C: -0.1	D: -1.2
mol: O=C(Nc1ccc(I)cc1)c1ccc(Br)o1
  A: -42.1	B: 6.7	C: 0.0	D: -0.4
mol: CCCCOC(=O)C1=C(C)NC2=C(C(=O)CCC2)C1c1cc(OC)c(OC)c(OC)c1 (configuration not stated)
  A: -1.5	B: -3.5	C: 0.0	D: -0.6
mol: CC(C)n1c(=O)n(CC(=O)Nc2ccc3c(c2)OC(C)(C)O3)c2cccnc21
  A: 2.4	B: -2.2	C: -0.2	D: 0.8
mol: CCOc1ccc(OC(=O)c2ccc(Br)o2)cc1
  A: -7.6	B: 2.5	C: -0.1	D: -0.5
mol: O=C(CSCc1ccccc1)Nc1nnc(SCC(=O)OCc2ccccc2)s1
  A: -7.1	B: -9.4	C: 0.3	D: -1.1
mol: CC(C)N(CCNC(=O)c1csc(Nc2ncccn2)n1)C(C)C
  A: 5.1	B: -2.1	C: 0.0	D: 1.6
mol: COc1ccccc1OCCCOc1ccc(/C=C2/C(=N)N3C=CSC3=NC2=O)cc1
  A: 19.6	B: 9.7	C: 0.1	D: -1.0
mol: Cc1nn(-c2cc(N3CCOCC3)ccc2[N+](=O)[O-])c(=O)c2ccccc12
  A: -2.6	B: 0.5	C: -0.1	D: -1.3
mol: CC(C)CNCC1OCc2ccccc2CO1
  A: 0.4	B: 12.1	C: -0.2	D: 0.2
mol: Cc1ccc(-n2nnc3c(=O)n(CC#N)cnc32)cc1Cl
  A: 7.4	B: 17.2	C: 0.2	D: 2.7
mol: O=C1C(C2(O)C(=O)Nc3ccccc32)CCCC1C1(O)C(=O)Nc2ccccc21 (configuration not stated)
  A: 9.2	B: 8.7	C: -0.1	D: 1.4
mol: CCOc1ccccc1NC(=O)C(=O)N/N=C/c1c(Cl)cccc1Cl
  A: -4.7	B: 7.1	C: 0.0	D: 1.3
mol: COc1ccc(CNC(=O)Cn2nc3c4ccccc4ncn3c2=O)cc1
  A: -3.6	B: -2.3	C: -0.1	D: 2.4
mol: Cc1ccc(/C=c2\s/c(=C\C(=O)C(C)(C)C)[nH]c2=O)s1
  A: 2.9	B: 12.5	C: -0.1	D: 0.8
mol: CC(C)N(CCNc1nc(N2CCN(c3ccccn3)CC2)nc2c1ncn2CCN1CCCC1=O)C(C)C
  A: -9.0	B: -3.1	C: 0.0	D: 3.0
mol: CCOC(=O)c1nc(Nc2cccc(C(=O)O)c2)c2ccccc2n1
  A: 1.9	B: 8.2	C: -0.1	D: 0.4
mol: COCn1c2ccccc2c2nnc(C(C)=O)nc21
  A: .	B: -0.8	C: -0.1	D: -2.2
mol: CC(=O)Nc1cccc(-c2cncc(-c3ccc4c(ccn4C)c3)n2)c1
  A: 3.2	B: -7.4	C: -0.1	D: -0.5
mol: Cc1ccccc1OCC(=O)NC(=S)Nc1ccc(I)cn1
  A: 0.4	B: -22.4	C: -0.1	D: 0.0
mol: CCOC(=O)C(C)Oc1ccc2c(C)cc(=O)oc2c1I (configuration not stated)
  A: 1.4	B: 8.9	C: 0.1	D: 0.4

Following part:
Codes – A = TEAD-YAP inh; B = MITF primary; C = FBW7 act; D = GPR151 activ
mol: CC(=O)Cn1c(CN2CCN(C)CC2)nc2c1c(=O)n(C)c(=O)n2C
  A: -0.3	B: 15.0	C: -0.1	D: -0.4
mol: CC1CCCN(C(C(=O)Nc2ccc(C(C)C)cc2)c2ccc3c(c2)OCO3)C1 (configuration not stated)
  A: -4.2	B: -0.7	C: 0.2	D: 0.2
mol: CC(Sc1ccccc1)C(=O)N/N=C/c1cc([N+](=O)[O-])ccc1O (configuration not stated)
  A: 29.5	B: 9.6	C: -1.2	D: -1.1
mol: C/C(=N\Nc1cccc([N+](=O)[O-])c1)c1cc(F)ccc1O
  A: -10.0	B: 8.0	C: -0.2	D: -1.7
mol: CC(C)C(=O)Nc1cccc(C(=O)Nc2nnc(CCc3ccccc3)s2)c1
  A: 47.3*	B: 7.0	C: -0.1	D: 0.9
mol: CCOC(=O)N1CCN(C2CCC(=O)N(CCOc3ccccc3)CC2)CC1 (configuration not stated)
  A: 3.7	B: -11.4	C: 0.0	D: 1.6
mol: CC(C)c1ccc(OCC(O)CN2CCOCC2)cc1 (configuration not stated)
  A: -11.4	B: -5.3	C: 0.0	D: 0.0
mol: CC1CCCC(NC(=O)CSc2nccc(=O)[nH]2)C1C (configuration not stated)
  A: -4.5	B: -5.4	C: -0.2	D: 0.4
mol: COc1ccccc1CC(=O)Nc1cc(OC)c(OC)cc1C(=O)O
  A: 12.3	B: 20.4	C: 0.6	D: 0.5
mol: Cc1cc(OC(=O)CCCc2ccccc2)c([N+](=O)[O-])c(=O)[nH]1
  A: 8.2	B: 15.9	C: 0.2	D: 0.3
mol: c1coc(CNCC2OCCCCO2)c1
  A: 0.7	B: 2.1	C: -0.2	D: 2.9
mol: Cc1cc(C(F)(F)F)c2c(NCc3ccccn3)n[nH]c2n1
  A: -9.6	B: 7.5	C: -0.2	D: 0.9
mol: Nn1c(SCC(=O)N2CCOCC2)nnc1-c1ccccc1Cl
  A: -12.0	B: -57.1	C: -0.1	D: 1.7
mol: COC(=O)C1=C(C)OC(N)=C(C#N)C1c1ccc(C(=O)OC)cc1 (configuration not stated)
  A: 6.9	B: 5.6	C: -0.1	D: 0.7
mol: COc1ccc(-c2cn3c(C)c(C(=O)Nc4ccccc4C(N)=O)sc3n2)cc1
  A: 7.2	B: 9.9	C: 0.4	D: 0.5
mol: CCn1cnc2sc(C)c(-c3ccc(F)cc3)c2c1=O
  A: -2.0	B: -6.9	C: -0.2	D: -0.7

Molecules from the list above containing a nitro group on carbon (10):
Codes – A = TEAD-YAP inh; B = MITF primary; C = FBW7 act; D = GPR151 activ
mol: COc1ccc(Cn2c(SC)nc3c(sc4ccc([N+](=O)[O-])cc43)c2=O)cc1
  A: 4.0	B: 21.0	C: 1.0	D: -1.0
mol: Cc1ccc([N+](=O)[O-])cc1S(=O)(=O)NCc1ccc2c(c1)OCO2
  A: 9.8	B: 8.8	C: 0.6	D: 0.6
mol: CC(C)CNc1cc(N2CCN(C(=O)c3ccccc3)CC2)ccc1[N+](=O)[O-]
  A: -0.4	B: 1.5	C: -0.2	D: 1.3
mol: O=[N+]([O-])c1ccc(CNc2cccc(F)c2)cc1
  A: 8.8	B: -3.8	C: 0.0	D: -0.8
mol: O=[N+]([O-])c1ccc(NC(=S)N2CCCCC2)cc1
  A: -23.0	B: 8.0	C: -0.2	D: -0.3
mol: O=C(Nc1ccccc1C(=O)NCc1ccccc1)c1ccc(Cl)c([N+](=O)[O-])c1
  A: 8.9	B: 3.9	C: -0.1	D: -1.2
mol: Cc1nn(-c2cc(N3CCOCC3)ccc2[N+](=O)[O-])c(=O)c2ccccc12
  A: -2.6	B: 0.5	C: -0.1	D: -1.3
mol: CC(Sc1ccccc1)C(=O)N/N=C/c1cc([N+](=O)[O-])ccc1O (configuration not stated)
  A: 29.5	B: 9.6	C: -1.2	D: -1.1
mol: C/C(=N\Nc1cccc([N+](=O)[O-])c1)c1cc(F)ccc1O
  A: -10.0	B: 8.0	C: -0.2	D: -1.7
mol: Cc1cc(OC(=O)CCCc2ccccc2)c([N+](=O)[O-])c(=O)[nH]1
  A: 8.2	B: 15.9	C: 0.2	D: 0.3

Rows were taken by chance. About 3.5% of those tested had a hit in this group.
